Screening data as filed in PubChem BioAssay.
GLP1R inv ag: qHTS of GLP-1 Receptor Inverse Agonists (Inhibition Mode); Potency, µM (top dose mostly 38.3 µM), for inactives: top-dose activity change, negative = inhibition, most hits filed as inhibitors; Glucagon-like peptide 1 receptor (Homo sapiens), P43220; HEK293 GLP-1R CRE-luciferase, luminescence, 24 h; GLP-1R form is constitutively active; actives 1.6% (n = 410,000); also: potency is read from the fitted curve at half-maximal effect; % is scaled to controls: 0 for no effect and ±100 for the full control effect; nearly all actives have a fitted effect of over 55% in size
Target sequence (P43220 whole entry, looked up): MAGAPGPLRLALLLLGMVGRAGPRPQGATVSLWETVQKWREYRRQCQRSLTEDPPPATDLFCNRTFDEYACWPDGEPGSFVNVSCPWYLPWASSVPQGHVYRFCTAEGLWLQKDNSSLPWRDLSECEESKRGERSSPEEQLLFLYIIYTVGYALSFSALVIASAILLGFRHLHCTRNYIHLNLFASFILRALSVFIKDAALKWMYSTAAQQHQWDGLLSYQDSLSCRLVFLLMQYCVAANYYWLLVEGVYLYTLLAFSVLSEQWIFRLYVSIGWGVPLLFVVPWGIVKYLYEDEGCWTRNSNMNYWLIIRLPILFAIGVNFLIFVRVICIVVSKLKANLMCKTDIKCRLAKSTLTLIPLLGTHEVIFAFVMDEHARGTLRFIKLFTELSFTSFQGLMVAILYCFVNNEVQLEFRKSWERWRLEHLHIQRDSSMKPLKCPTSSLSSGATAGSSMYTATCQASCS
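GLP-1R inverse agonism mode: basal reporter luminescence in engineered HEK293 cells measured after one day of compound exposure at 37 deg C, with a 12 min room-temperature detection step.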
IL2 activator: qHTS of IL-2 Activators | AID 652025, 2013 | IL-2 activation reporter assay, cell-based qHTS; stimulated with anti-CD3/CD4/CD28 beads; in transgenic mouse T cells | actives 0.065% (n = 360,000) | activation, % (series mostly up to about 46 µM); in the data active = activation above about 50%; inconclusive = mostly about 30% to 49%; also: 0% is about no effect
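Screening format: compound pinned onto unstimulated transgenic mouse T cells, 60 min incubation, then anti-CD3/anti-CD4/anti-CD28 bead stimulation for 18 hours at 37 degrees C, followed by EGFP and DsRed detection.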
PLK1 PBD inh: qHTS for Inhibitors of PLK1-PDB (polo-like kinase 1 - polo-box domain): Primary Screen; Serine/threonine-protein kinase PLK1 (Homo sapiens), P53350; Plk1 PBD binding of FITC phosphopeptide, fluorescence polarization; Potency, µM, inactives show max response, negative = inhibition, most hits filed as inhibitors; actives 2.8% (n = 360,000); AID 720504, 2013; also: potency is read from the fitted curve at half-maximal effect; series mostly up to about 57 µM; % is scaled to controls: 0 for no effect and ±100 for the full control effect; nearly all actives have a fitted effect of over 65% in size
Target sequence (P53350 whole entry, looked up, the tested form may be a part): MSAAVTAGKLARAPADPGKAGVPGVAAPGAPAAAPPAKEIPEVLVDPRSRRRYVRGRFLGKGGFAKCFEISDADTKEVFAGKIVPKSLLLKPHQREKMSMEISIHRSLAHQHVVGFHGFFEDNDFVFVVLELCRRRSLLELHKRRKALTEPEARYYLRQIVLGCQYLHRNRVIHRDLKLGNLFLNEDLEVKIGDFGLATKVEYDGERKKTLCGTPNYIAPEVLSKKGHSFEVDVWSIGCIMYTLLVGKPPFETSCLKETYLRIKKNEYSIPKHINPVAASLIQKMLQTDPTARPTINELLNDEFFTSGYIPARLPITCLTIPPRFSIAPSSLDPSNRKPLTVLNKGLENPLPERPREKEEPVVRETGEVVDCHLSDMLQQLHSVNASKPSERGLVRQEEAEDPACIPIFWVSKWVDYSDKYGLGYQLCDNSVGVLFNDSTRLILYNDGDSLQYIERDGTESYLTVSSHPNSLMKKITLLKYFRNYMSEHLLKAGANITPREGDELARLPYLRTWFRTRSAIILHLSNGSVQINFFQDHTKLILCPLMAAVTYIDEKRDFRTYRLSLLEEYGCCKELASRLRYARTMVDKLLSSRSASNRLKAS
PI5P4Ka inh: qHTS for Inhibitors of phosphatidylinositol 5-phosphate 4-kinase (PI5P4K); Phosphatidylinositol 5-phosphate 4-kinase type-2 alpha (Homo sapiens), P48426; PI5P4Kalpha enzyme, ADP-Glo luminescence, 60 min; hits give low values; max response, %; actives 1.2% (n = 330,000); AID 652105, 2013; active = max response of -50% or lower; inconclusive = between -30% and -50%; inactive = -30% or higher; also: value at the top dose of about 77 µM; % is scaled to controls: 0 for no effect and ±100 for the full control effect
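Enzyme plus substrate dispensed, test compounds pinned in, then ATP (5 microM final) added. After 60 min at RT, ADP-Glo reagent 1 for 45 min and reagent 2 for 30 min preceded luminescence imaging.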
PTHR1 agonist: qHTS for PTHR1 Agonists: Primary Screen. Parathyroid hormone/parathyroid hormone-related peptide receptor (Homo sapiens), Q03431. HEK293 GP2 PTHR1 cells, GloSensor cAMP luminescence, 1 h. Potency, µM (titrated, usually from 115 µM), inactives show top-dose activation, usual class: activators. actives 0.075% (n = 410,000); also: potency is read from the fitted curve at half-maximal effect; nearly all actives have a fitted effect of over 55% in size; some results filed as inactive show a strong effect at the top dose; inactives centre near -15; many of its hits are not listed in these tables
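HEK-293-derived GP2 cells expressing PTHR1 and a GloSensor cAMP reporter, 3,000/well, plated overnight, given luciferin plus IBMX (each 0.5 mM as added) for 1 h at 37 °C, then compound for 1 h at 37 °C. Luminescence was read after 15 min at room temperature.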
EPAC1 antag: qHTS for Antagonist of cAMP-regulated guanine nucleotide exchange factor 3 (EPAC1): primary screen | Rap guanine nucleotide exchange factor 3 (Homo sapiens), O95398 | EPAC1 GEF assay, Rap1b-BODIPY-GDP exchange fluorescence | Potency, µM (titrated, usually from 115 µM), inactives show at the highest dose activity change, negative = inhibition, hits mostly inhibitors | actives 0.14% (n = 360,000) | AID 720709, 2013;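 also: potency is read from the fitted curve at half-maximal effect; plate controls were vehicle for no effect and positive control for full effect; nearly all actives have a fitted effect of over 50% in size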
GLP1R cytotox: qHTS of GLP-1 Receptor Inverse Agonists: Cytotox Screen; HEK293 cAMP-luciferase reporter cells, luminescence, 24 h; Potency, µM (series often up to 38.3 µM), inactives show at the top dose activity change, negative = inhibition, actives largely listed as inhibitors; actives 0.13% (n = 410,000);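 also: loss of luciferase light is scored as toxicity; potency is read from the fitted curve at half-maximal effect; % is scaled to controls: 0 for no effect and ±100 for the full control effect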
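Compound-treated cells are incubated 24 hr at 37 deg C under 5% CO2 after a 12 hour attachment period, then luciferase detection reagent is added and luminescence is measured following 12 min at room temperature; lowered signal indicates toxicity.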
EPAC1 ag: qHTS for Agonist of cAMP-regulated guanine nucleotide exchange factor 3 (EPAC1): primary screen; AID 720707, 2013; EPAC1 agonist qHTS, biochemical assay; response scale: 100% = response to 6.5 mM cAMP; actives 0.073% (n = 360,000); Potency, µM (titrated, usually from 154 µM), without a hit: at the highest dose activation, most hits filed as activators; Rap guanine nucleotide exchange factor 3 (Homo sapiens), O95398; also: potency is read from the fitted curve at half-maximal effect; nearly all actives have a fitted effect of over 60% in size
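Normalized to 6.5 mM cAMP, activity reflects EPAC1-catalysed release of BODIPY-GDP from Rap1B, followed kinetically over 30 min at 480 nm excitation, 540 nm emission. Reaction contained 100 nM EPAC1, 250 nM Rap1B-BODIPY-GDP, 50 uM GDP.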
GLP1R ag: qHTS of GLP-1 Receptor Agonists | Glucagon-like peptide 1 receptor (Homo sapiens), P43220 | HEK293 GLP-1R CRE-luciferase, luminescence, 4-6 h; cells express a hypersensitive GLP-1R form | Potency, µM (doses to about 45.6 µM), for the others: top-dose activation, actives largely listed as activators | actives 0.007% (n = 380,000) | AID 624172, 2012; also: potency is read from the fitted curve at half-maximal effect; % of control where 0% means no effect
The depositor's hits bear a star; i = inactive; ? = inconclusive; / = not tested or not shown; [ ] = remark or other dose. Unless noted, calls follow the shape of the dose curve; as a rule, active = well fitted curve in the direction sought with a large enough effect; inconclusive = small, poorly fitted or top-dose-only effect, or another doubt; inactive = no such curve, though single readings can be large; an effect the other way counts as inactive or inconclusive. An excerpt, so the mix of outcomes need not match the whole.

SMILES	GLP1R inv ag	IL2 activator	PLK1 PBD inh	PI5P4Ka inh	PTHR1 agonist	EPAC1 antag	GLP1R cytotox	EPAC1 ag	GLP1R ag
Cc1ccccc1C1=N/C(=C/c2cccnc2)C(=O)O1	9%	-4.2	-13%	-5	i	-27%	4%	11%	-1%
O=C(N/N=C/c1c(Cl)cccc1Cl)c1cccc(F)c1	6%	-1.1	3%	/	?	10%	1%	7%	-1%
CC(=O)N(/N=C/c1cccc(C)c1)c1nc(-c2ccc(Br)cc2)cs1	7%	-0.2	-7%	0	i	-15%	13%	7%	0%
Cc1ccc(Cn2c(-n3nc(C)cc3C)nc3c2c(=O)[nH]c(=O)n3C)cc1	44%[activator]	-2.8	-1%	/	i	3%	-11%	-5%	2%
Cc1ccc(C(=O)NNC(=O)CSc2nnc3c(n2)[nH]c2ccc(F)cc23)cc1	-10%	-2.8	?	/	i	-2%	1%	7%	8%
Cc1cc(C)nc(SCC(=O)NNC(=O)c2ccccc2C)n1	12%	3.1	-5%	7	i	-2%	4%	-1%	6%
CN(C(=O)c1cccc(Cl)c1)C1CCCN(Cc2ccccc2F)C1 (stereo not drawn)	?	-0.4	1%	1	-20%	13%	3%	3%	1%
O=c1[nH]nc(Cc2ccc(-c3cccc(Cl)c3)o2)c2ccccc12	3%	-4.4	-10%	2	-35%[inhibitor]	26%	-10%	16%	9%
O=c1c2ccccc2cnn1Cc1nnc(-c2cccs2)o1	32%[activator]	0.7	-8%	-22	i	23%	-11%	0%	11%
CCOc1ccc(NC(=O)CSCc2cnn(-c3ccccc3)c2-n2cccc2)cc1	0%	-0.2	0%	3	-30%	-3%	-26%	3%	0%
Cc1nc2ccc(S(=O)(=O)NC(CC(C)C)C(=O)O)cc2s1 (stereo not drawn)	-1%	0.8	-1%	0	-11%[57.5 µM]	4%	6%	3%	-1%
CCOC(=O)C1(C)CCCN(C(=O)c2ccccc2C(F)(F)F)C1 (stereo not drawn)	24%	-0.6	-11%	-79*	-21%	-25%	-3%	-5%	-6%
O=C(O)CCC1=C2c3ccccc3CCN2C(=O)CC1	6%	0.3	1%	/	i	0%	1%	3%	-11%
Cn1ncc(Cl)c1C(=O)N1CCN(C(=O)c2ccco2)CC1	-1%	-2.7	?	1	i	-1%	1%	3%	-4%
CSCCC(NS(=O)(=O)c1cccc(C(F)(F)F)c1)C(=O)N(C)CCOc1ccc(Cl)cc1 (stereo not drawn)	?	-6.2	-11%	23	-44%[inhibitor]	-8%	?	8%	-1%
C/C(=N/NC(=O)c1cc(-c2ccc(Br)s2)[nH]n1)c1ccco1	0%	-0.8	-20%	-18	i	-29%	1%	10%	15%
Cc1ccc(C)c(N2CCN(C(=O)Cn3ncc4c(=O)oc5ccccc5c43)CC2)c1	-27%	/	/	/	-18%	/	6%	/	-5%
NS(=O)(=O)c1ccc(N/N=C/c2cn(-c3ccccc3)nc2-c2cccs2)c([N+](=O)[O-])c1	7%	-8.0	-12%	-24	-21%	-25%	2%	4%	8%
CCC(C)N(C(=O)CSc1nncn1C)C1CCS(=O)(=O)C1 (stereo not drawn)	19%	1.0	-4%	-10	i	0%	-5%	3%	11%
CN(C)Cc1ccccc1COc1ccccc1	-2%	0.6	9%	17	i	19%	-4%[1.53 µM]	-11%	3%
COc1cccc(OC)c1CNC(=O)CCSCc1ccccc1F	-7%[0.307 µM]	-0.1	-3%	7	i	-9%	2%[0.307 µM]	3%	-2%
Cc1ccc2nc(NC(=O)CSCc3ccccc3)sc2c1	12%	-1.5	-18%	8	i	10%	10%	0%	-2%
COc1cc(OC)cc(C(=O)NCC(=O)Nc2ccc(-c3ccccc3)cc2)c1	?	0.0	5%	4	i	-18%	?	2%	44%
COc1ccc(C(CNC(=O)c2c(C)nn(Cc3ccccc3)c2Cl)N2CCOCC2)cc1 (stereo not drawn)	25%	-0.2	-9%	3	i	-3%	7%	6%	4%
CC(NC(=O)CN1C(=O)c2ccccc2C1=O)c1ccccc1 (stereo not drawn)	0%	3.0	-5%	-1	i	0%	-4%	1%	1%
Cc1nnc(Sc2cc(C(=O)NCCCOC(C)C)c3ccccc3n2)s1	3%	1.3	-19%	16	-5%	3%	-1%	-11%	-2%
CN1CCN(NC(=S)NC2CCCC2)CC1	-22%	-0.3	1%	0	i	16%	-32%	-3%	-3%
Fc1ccccc1OCCSc1nc2ccccc2o1	?	-3.2	-1%	23	-3%	1%	-1%	3%	1%
O=c1cc(-c2ccccc2)nc2nc(COc3ccccc3)[nH]n12	3%	-0.1	-4%	-4	i	3%	-10%	-3%	-12%
COc1ccc(C(=O)CCC(=O)O)cc1	-10%	-0.5	-25%	-2	i	-1%	3%	-6%	-2%
CCc1ccc(Nc2cnn(-c3nc4ccccc4s3)c(=O)c2Cl)cc1	-4%	-3.6	-6%	4	-38%[inhibitor]	4%	14%	21%	-7%
C[C@]12CC[C@@H]3c4ccc(OC(=O)c5ccccc5)cc4CC[C@H]3[C@@H]1CC[C@@H]2O	3%	2.2	1%	52	i	-11%	6%	-13%	?
O=C(NC(=S)Nc1ccccc1Br)c1ccc2c(c1)OCO2	4%	-2.8	-6%	6	-2%	0%	7%	3%	2%
COc1ccccc1/C=C(/C(=O)NCCCn1ccnc1)c1ccccc1	-10%	0.0	-5%	3	-4%	7%	1%	-9%	-7%
O=C(NC(=S)Nc1cccc2cc(O)ccc12)c1ccco1	?	-1.4	-15%	7	i	-17%	-14%	-5%	4%
C=CCOC(=O)C1=C[C@@H](c2csc3ccccc23)C[C@@H](OCCCCO)O1	13%	0.5	-9%	-21	-7%	-12%	8%	-13%	-4%
O=C(CN1C(=O)/C(=C/c2ccccc2F)Oc2ccccc21)N1CCN(c2ccccn2)CC1	17%	-2.4	-8%	4	-20%	-20%	56%[activator]	-3%	4%
O=C(COC(=O)Cn1cnc2ccccc21)Nc1ccc(Br)cc1	-1%	1.2	1%	12	-20%	-5%	5%	-3%	-4%
CC(C)[C@H](NC(=O)c1ccco1)C(=O)OCC(=O)Nc1cccc(F)c1	12%	-1.2	1%	0	i	-2%	19%	-6%	8%
Cc1ccc(C(=O)NCCC2=CCCCC2)cc1S(=O)(=O)N1CCCCC1	?	-0.5	-2%	2	-27%	-12%	-6%	3%	3%
O=S(=O)(Nc1ccc(-c2nnc(SCc3ccc(Cl)cc3)o2)cc1)c1ccccc1	?	-5.4	3%	7	i	?	1%	6%	-1%
Cc1cccc(C)c1NC(=O)NNC(=O)c1cc(C(C)(C)C)nn1Cc1ccccc1	?	-1.5	-4%	4	i	3%	-5%	-15%	6%
Cc1cc(C)c(C)c(S(=O)(=O)NCc2ccc(C(=O)NCC3CCCO3)cc2)c1C (stereo not drawn)	?	-0.9	-12%	6	?	-14%	-1%	-17%	4%
Nc1ccc(Cn2ccc3c4c(N)nc(N)nc4ccc32)cc1	?	-2.7	2%	?	-12%	1%	7.9µM*	-4%	13%
CS(=O)CC(O)(c1ccc(F)cc1)C1CC1 (stereo not drawn)	13%	-4.0	3%	2	i	6%	2%	-3%	-4%
CC(C)C(NC(=O)COc1ccc2ccccc2c1)C(=O)N/N=C/C=C/c1ccccc1 (stereo not drawn)	1%	-3.0	-4%	/	?	7%	7%	8%	12%
CC1CCC(NC(=O)c2ccc3c(c2)N(Cc2ccccc2F)C(=O)c2ccccc2S3=O)CC1 (stereo not drawn)	-12%	/	/	/	i	/	4%	/	-2%
CC1CN(C(=O)/C=C/c2ccc([N+](=O)[O-])s2)CC(C)O1 (stereo not drawn)	43%[activator]	0.5	-21%	0	-14%	-3%	-23%	10%	7%
O=S(=O)(Cc1ccccc1)N1CCN(Cc2ccc3c(c2)OCO3)CC1	-27%	-1.7	-22%	4	-62%[inhibitor]	6%	0%	5%	6%
Clc1ccc2noc(-c3ccccc3)c2c1	19%	-1.6	2%	/	-22%	19%	5%	-4%	-5%
O=C(Nc1nc(-c2nc3ccccc3s2)cs1)C1CC1	?	0.2	-8%	1	-34%[inhibitor]	-23%	?	-3%	-7%
Cc1ccc(-c2ccc(CN3C(CC(C)C)C(=O)N(Cc4cn(CC5CCCCC5)nn4)CCS3(=O)=O)cc2)cc1 (stereo not drawn)	16%	-3.3	-7%	-10	-1%	3%	0%	-12%	10%
CCn1c(=O)cc(SCC(=O)Nc2ccc3c(c2)OCCO3)c2ccccc21	0%	-1.5	-5%	/	-35%[inhibitor][57.5 µM]	-18%	-7%	12%	7%
CCOC(=O)c1cc(CN2CCOCC2)oc1-c1ccccc1	4%	-0.6	-2%	3	-4%[57.5 µM]	-23%	7%	19%	9%
Cc1ccc(S(=O)(=O)N2CCN(C(=O)CCCOc3ccc(Cl)cc3C)CC2)cc1	?	-4.1	-7%	15	-2%	14%	-4%	2%	-16%
